NCOA3 inh = inhibits human SRC3 coactivator; Q9Y6Q9; HEK293 GAL4-SRC3 luciferase reporter, luminescence; inhibition, % at 3.6 µM; 360,000 tested, 0.17% active; AID 588352;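 active = inhibition above a per-campaign cutoff, the mean of all compounds plus 3 SD, cut at about 60% in these data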;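 note: 0% = DMSO-treated cells and 100% = gossypol-treated cells at 36 µM; higher means less SRC3-driven luciferase light from the GAL4 reporter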
NOD2-RIPK2 inh = inhibitors of human NOD2-RIPK2 interaction; O43353; CHO BLA complementation NOD2-RIPK2, CCF4 ratio; inhibition, % at 4.98 µM; 360,000 tested, 0.38% active; AID 624267; in the data active = inhibition above about 21%;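 note: 0% = vehicle only and 100% = reference blocker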
MC4R antagonist = blocks human MC4R cAMP signaling. P32245. MC4R-expressing cells, MTII-stimulated cAMP, LANCE TR-FRET. inhibition, % at 6.5 µM. 360,000 tested, 0.48% active. AID 540295;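 active = inhibition above its plate's cutoff, the mean of tested wells on that plate plus 3 SD, cut at about 29% in these data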;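 note: 0% = Melanotan II alone and 100% = Melanotan II plus saturating MCL0020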
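Material: U2OS-MC4R stable cell line | Reagent: Melanotan II challenge after compound preincubation | Doses: One concentration, 6.5 µM nominal | Incubation: 30-min compound preincubation, 1-h Melanotan II challenge, 1-h detection, room temperature | Signal: TR-FRET cAMP assay | Replicates: One well per compound, no replicates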
MC4R ag barr = activates human MC4R beta-arrestin recruitment | U2OS MC4R beta-arrestin complementation, luminescence; percent of melanotan II response, DMSO zero | activation, % at 8.9 µM | 360,000 tested, 0.98% active | AID 540308;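 active = activation above a per-plate cutoff, the mean activation of sample wells on that plate plus 3 SD, cut at about 8% in these data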
ABHD5-PLIN5 inh = blocks binding of human ABHD5 to perilipin-5 | Split G. princeps luciferase complementation, luminescence, 4 h | 360,000 tested, 0.78% active | inhibition, % at 4 µM | Q00G26+Q8WTS1;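 active = inhibition above the mean inhibition across every tested compound plus 3 SD, cut at about 22% in these data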;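 note: 0% = DMSO only wells and the 100% control is not disclosed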
Target sequence (Q00G26 whole entry, looked up): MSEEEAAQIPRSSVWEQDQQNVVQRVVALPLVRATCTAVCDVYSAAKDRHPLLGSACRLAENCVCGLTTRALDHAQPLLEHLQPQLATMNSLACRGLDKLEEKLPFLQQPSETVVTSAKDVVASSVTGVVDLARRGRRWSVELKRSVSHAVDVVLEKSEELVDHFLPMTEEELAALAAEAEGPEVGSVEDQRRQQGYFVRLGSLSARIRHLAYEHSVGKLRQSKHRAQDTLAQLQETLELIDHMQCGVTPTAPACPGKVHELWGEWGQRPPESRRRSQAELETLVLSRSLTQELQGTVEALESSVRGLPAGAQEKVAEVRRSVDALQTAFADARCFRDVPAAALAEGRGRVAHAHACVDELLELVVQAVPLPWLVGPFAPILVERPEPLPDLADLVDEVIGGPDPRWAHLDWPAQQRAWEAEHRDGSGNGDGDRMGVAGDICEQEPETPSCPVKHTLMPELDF
Target sequence (Q8WTS1 whole entry, looked up): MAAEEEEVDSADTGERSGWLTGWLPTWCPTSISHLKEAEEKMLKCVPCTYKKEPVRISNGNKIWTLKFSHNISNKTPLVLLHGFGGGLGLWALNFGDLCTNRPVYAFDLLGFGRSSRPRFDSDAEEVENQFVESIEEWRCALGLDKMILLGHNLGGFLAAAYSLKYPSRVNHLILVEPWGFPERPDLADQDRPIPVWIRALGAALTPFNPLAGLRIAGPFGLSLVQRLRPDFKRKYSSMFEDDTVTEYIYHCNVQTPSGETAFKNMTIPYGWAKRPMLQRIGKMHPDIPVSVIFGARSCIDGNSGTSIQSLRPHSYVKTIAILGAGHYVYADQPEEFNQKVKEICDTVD
NCOA2 inhibitor = human SRC2 (NCOA2) inhibition | Q15596 | HEK293 GAL4-SRC2 luciferase reporter, luminescence | inhibition, % at 9 µM | 370,000 tested, 0.17% active;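 active = inhibition above the mean inhibition of all tested compounds plus 3 SD, set per campaign, cut at about 52% in these data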;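 note: 0% = DMSO treated cells and 100% = cells given Gossypol at 36 µM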
NR2F2 inh = blocks human COUP-TFII nuclear receptor; P24468; HEK293T NGFI-A luciferase reporter, luminescence; inhibition, % at 8.6 µM; 370,000 tested, 0.7% active; AID 686940;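 active = inhibition above a per-plate cutoff, mean inhibition of test wells between control levels plus 3 SD, cut at about 38% in these data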;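 note: cells cotransfected with COUP-TFII expression vector driving the NGFI-A reporter; 0% = median of COUP-TF2 test wells and 100% = reporter-only cells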
NR5A2 inv ag = suppresses constitutive activity of human LRH-1; AID 602396; O00482; HEK293T StAR-luciferase reporter, LRH-1 transfected, 24 h; 360,000 tested, 0.13% active; inhibition, % at 3.6 µM;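 active = inhibition above the mean inhibition of all tested compounds plus 3 SD, cut at about 73% in these data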;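 note: 0% = DMSO wells and 100% = reporter-only cells lacking LRH-1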
TLR9-MyD88 inh = TLR9-MyD88 interaction inhibition; Q9NR96+Q99836; CHO BLA complementation TLR9-MyD88, CCF4 FRET ratio; inhibition, % at 4.98 µM; 340,000 tested, 0.21% active;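 active = inhibition above the mean over all tested compounds plus 3 SD, cut at about 21% in these data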;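 note: 0% = DMSO only wells and 100% = clavulanate BLA inhibitor control wells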
NCOA1 inh = inhibitors of human steroid receptor coactivator 1 (SRC1); HEK293 GAL4-SRC1 luciferase reporter, luminescence; inhibition, % at 3.6 µM; 360,000 tested, 0.12% active;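 active = inhibition above the campaign mean plus 3 SD, with each screening campaign given its own cutoff, cut at about 60% in these data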;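 note: 0% = DMSO treated cells and 100% = gossypol at 36 µM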
EBV LMP1 NFkB = Epstein-Barr LMP1 NF-kappaB reporter inhibition | LMP1-induced NF-kappaB luciferase reporter cells, luminescence | inhibition, % at 12.5 µM | 350,000 tested, 0.69% active; in the data active = inhibition above about 41%;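 note: 0% = neutral control wells and 100% = reference inhibitor control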
* marks the source's active call; other numbers are inactive results; nt = not tested or not shown. An excerpt; the hit share may differ from the screen's.

SMILES	NCOA3 inh	NOD2-RIPK2 inh	MC4R antagonist	MC4R ag barr	ABHD5-PLIN5 inh	NCOA2 inhibitor	NR2F2 inh	NR5A2 inv ag	TLR9-MyD88 inh	NCOA1 inh	EBV LMP1 NFkB
C/C(=N/NC(=O)c1cccc(N2CCCC2=O)c1)c1ccc(Br)cc1	-10	-5	10	-3.8	3	-22	-24	-23	2	-26	-9
O=C(Cc1ccc(S(=O)(=O)N2CCCCC2)s1)Nc1ccc(F)cc1F	23	-6	22	-1.8	-3	-29	-13	-8	-2	7	2
Cc1cc(C)cc(-n2c(SCC(=O)NCc3ccc4c(c3)OCO4)nc3ccccc3c2=O)c1	10	-8	7	-1.6	0	-3	-12	9	-9	11	5
CSc1nc(C=Nc2ccccc2Cl)c(O)n1Cc1cccc(Cl)c1	14	-5	4	0.5	1	-27	21	-1	-6	-14	-6
O=C(Nc1ccccc1)OC1CCS(=O)(=O)C1 (configuration not stated)	10	-1	0	0.0	1	6	13	-3	-3	-13	4
CC(NC(=O)c1ccc([N+](=O)[O-])cc1[N+](=O)[O-])c1ccc(-c2ccccc2)cc1 (configuration not stated)	0	-5	2	4.0	-16	17	5	5	-5	11	6
CC(=O)N(CCN(C)C)c1nc2cc3c(cc2s1)OCCO3	-30	2	-4	2.1	2	-33	-31	-47	-1	-29	-15
CCOc1ccc(N(CC(=O)Nc2ccc(C)c(F)c2)C2=NC3CS(=O)(=O)CC3S2)cc1 (configuration not stated)	19	1	7	-2.6	-7	-5	6	13	-3	-44	3
C=CC1C(OC2OC(CO)C(O)C(O)C2O)OC=C(C(=O)OC)C1CC1CC(=O)CC(CC(=O)CCc2ccc(O)cc2)O1 (configuration not stated)	-10	-5	19	0.0	-1	-3	21	-8	0	-24	-4
F[B-](F)(F)COc1ccccc1	6	-20	-8	1.1	6	30	19	20	-2	0	6

Complete entries, quoted from the list. Order of values: NCOA3 inh, NOD2-RIPK2 inh, MC4R antagonist, MC4R ag barr, ABHD5-PLIN5 inh, NCOA2 inhibitor, NR2F2 inh, NR5A2 inv ag, TLR9-MyD88 inh, NCOA1 inh, EBV LMP1 NFkB
Record of C/C(=N/NC(=O)c1cccc(N2CCCC2=O)c1)c1ccc(Br)cc1 → -10, -5, 10, -3.8, 3, -22, -24, -23, 2, -26, -9
Record of CSc1nc(C=Nc2ccccc2Cl)c(O)n1Cc1cccc(Cl)c1 → 14, -5, 4, 0.5, 1, -27, 21, -1, -6, -14, -6

Next part.
SMILES	NCOA3 inh	NOD2-RIPK2 inh	MC4R antagonist	MC4R ag barr	ABHD5-PLIN5 inh	NCOA2 inhibitor	NR2F2 inh	NR5A2 inv ag	TLR9-MyD88 inh	NCOA1 inh	EBV LMP1 NFkB
Cc1ccc(SCC(=O)N/N=C/c2ccco2)cc1	0	6	6	0.6	6	11	1	12	7	-21	-2
COc1ccc(C(=O)NCC2CCCN2S(=O)(=O)c2ccccc2)cc1OC (configuration not stated)	14	-22	2	2.1	-3	7	-3	18	-3	9	-2
CCOc1ccccc1Oc1coc2cc(OC)ccc2c1=O	-18	-7	0	-0.7	2	12	-7	-11	-1	-9	-17
CCOc1ccc(-c2[nH]nc3c2C(c2cccnc2)C(C#N)=C(N)O3)cc1 (configuration not stated)	13	-2	-6	-0.9	-10	-19	-1	7	-1	-5	-8
O=C(Cn1nc(C(=O)O)c2ccccc2c1=O)Nc1cccc(Br)c1	-1	-5	2	0.3	-10	-15	3	-12	-7	-62	-8
O=C(N/N=C\c1c(O)ccc2ccccc12)c1ccc(Cn2cccn2)o1	33	-6	-4	-0.5	11	29	-14	25	3	24	25
Cc1cc(NO)nc(-c2ccc(Br)cc2)n1	-77	12	2	0.3	-7	-13	-29	-82	11	-72	-46
CN1CCc2c(sc3c2c(=O)n(-c2ccccc2)c2nnc(SCc4ccc(F)cc4)n32)C1	7	-9	1	0.2	6	4	0	14	-1	-5	1
CCn1nc(C)c(NS(=O)(=O)c2ccccc2)c1C	16	-6	3	0.8	1	15	1	8	0	-2	1
CCCS(=O)(=O)Nc1c(C(=O)OC)[nH]c2ccccc12	10	3	1	-0.9	-6	-26	7	0	2	-4	-1
Cc1cc(C(F)(F)F)c(C#N)c(Sc2ccccc2)n1	11	2	4	3.7	-3	-22	1	1	2	2	5
O=C(COC(=O)c1c[nH]c(=O)[nH]c1=O)Nc1ccccc1F	-12	1	-1	-1.6	0	10	-7	10	4	0	3
Fc1ccc(OCc2cc(-c3ccccc3)no2)cc1	-101	-3	-3	-0.4	-4	-96	-17	-99	-4	-87	-40
CCN(CC)CCOC(=O)C(Cc1cccc2ccccc12)CC1CCCO1 (configuration not stated)	1	2	5	1.0	6	-11	0	6	5	12	1
COc1ccc(NC(=O)COc2coc(CN3CCCc4ccccc43)cc2=O)cc1	9	5	8	5.7	7	15	20	7	-3	-10	-9
COc1ccc(CCNc2cc(N3CCN(C(=O)c4ccccc4OC)CC3)ccc2[N+](=O)[O-])cc1OC	7	-3	-15	1.1	-3	11	6	9	2	13	20
CCS(=O)(=O)N1CCCC(C(=O)c2ccc(OC)cc2C)C1 (configuration not stated)	5	-6	6	0.4	6	-43	8	-27	9	-15	-16
O=C(C1=NOC2(C1)C(=O)Nc1ccccc12)N1CCCCC1 (configuration not stated)	nt	5	nt	nt	1	9	7	0	nt	nt	nt
CCOCc1c(C(=O)Nc2cc(OCC)c(N3CCOCC3)cc2OCC)oc2ccccc12	9	2	-5	-2.4	-1	13	-7	11	-3	-25	-22
O=C1N(CC(=O)N2CCc3ccccc32)CCN1Cc1ccc(Cl)cc1	-1	-5	-2	1.7	12	-20	11	32	-9	9	-1
COCCCn1c(=N)c(C(=O)NCc2ccc3c(c2)OCO3)cc2c(=O)n3ccccc3nc21	6	-5	17	-1.5	2	-17	-10	11	-7	-25	0
COC(=O)c1ccc(CSc2n[nH]c(-c3ccccc3)n2)o1	4	-10	3	-0.4	3	-3	-9	2	6	-4	8
Nc1cc(N)nc(SCC(=O)Nc2ccccc2)n1	11	-12	-4	-0.3	-3	-8	-13	-3	6	6	4
CCOC(=O)N1CCc2c(sc(NC(=O)Cc3ccccc3)c2C(=O)c2ccc(OC)cc2)C1	22	-6	9	0.0	9	6	-17	11	6	-16	5
O=C(c1ccncc1)N1CCN(c2cc(-c3ccccc3)nc3cc(-c4cccc(Cl)c4)nn23)CC1	13	2	7	-0.7	3	-2	12	-10	8	-6	12
Cc1cc(C)n(-c2ccc(NC(=O)C3CCN(Cc4cc(C)c(C)o4)CC3)cc2)n1	-12	5	2	0.0	0	-3	19	-11	-4	6	-6
CCC(NS(=O)(=O)c1cccs1)c1ccc(C)cc1 (configuration not stated)	5	2	-1	-0.3	-4	-4	-3	17	-10	-5	-7
Cc1ccc(OCC(=O)NC(=S)Nc2ccc(S(=O)(=O)Nc3cc(C)on3)cc2)c(Br)c1	5	5	0	0.8	-3	20	-1	-2	-1	0	-7
CC(C)C[C@H](NC(=O)c1nc[nH]c1C(=O)NCCNC(=O)OC(C)(C)C)C(=O)CNCCNC(=O)c1[nH]cnc1C(=O)N[C@@H](C)C(=O)OC(C)(C)C	-30	-2	12	1.3	-6	-2	-9	3	-3	3	7
COc1ccc(N2CCN(C(=O)c3ccc4c(=O)n(Cc5ccc6c(c5)OCO6)c(=O)[nH]c4c3)CC2)cc1	-15	-3	-2	-0.8	8	-35	7	16	6	-10	9
CCCC1c2ccc(C)n2CCN1C(=O)Nc1ccccc1Cl (configuration not stated)	-34	-8	7	-0.2	1	-39	-8	-50	-5	-83	-31
CCC(=O)N1CCc2cc(Br)cc(S(=O)(=O)NCC3CCCN3CC)c21 (configuration not stated)	2	-7	-3	-2.3	-7	-18	-2	3	0	-8	-3
Cn1c(=O)[nH]c(=O)c2c1nc(Br)n2CCCSc1nc2ccccc2o1	-22	-6	-8	-0.7	1	4	1	6	1	-2	24
Cc1sc(N=Nc2ccc(N(C)C)cc2)[n+]([O-])c1C	-36	5	-15	-3.3	10	-35	-3	-56	10	-30	-22
C1CCN=C(Nc2nc3c(s2)CCCC3)CC1	-45	2	-2	-1.8	-2	-56	-35	-61	8	-113	-24
CC1(C(=O)NCc2ccc(C(F)(F)F)cc2)CCN1Cc1ccc(-c2ccccc2)o1 (configuration not stated)	10	-2	8	0.0	31*	-73	35	12	nt	0	nt
Cc1ccc(N2CN(CCC3=CCCCC3)CNC2=S)cc1	15	-4	18	0.3	-2	-3	7	8	-9	-2	2
COc1ccccc1NC(=S)N1CCN(c2nc(-c3ccccc3)cs2)CC1	22	-5	13	-2.2	-3	-26	-10	6	0	-45	7
Cc1c(NC(=O)C(C)OC(=O)c2ccccc2O)c(=O)n(-c2ccccc2)n1C (configuration not stated)	12	-12	3	-1.5	1	6	-11	4	4	-14	-5
Cc1ccc(NC(=O)CCC(=O)N/N=C/c2cccs2)cc1	-18	-5	12	0.3	6	-16	6	-16	1	-34	-8
Cc1nc(-c2ccc(F)cc2)c(CC(=O)N2CCN(S(=O)(=O)c3cccc(F)c3)CC2)s1	4	-2	8	-1.4	10	1	8	1	-2	2	5
O=C(Nc1ccc(C(F)(F)F)cc1)N1CCN(c2ccnc3cc(Cl)ccc23)CC1	12	-5	20	3.6	-2	-10	12	-21	nt	1	29
Cc1noc(C)c1S(=O)(=O)N(C)C[C@H]1Oc2c(NC(=O)Nc3ccc4c(c3)OCO4)cccc2C(=O)N([C@H](C)CO)C[C@@H]1C	-22	-4	-2	-0.6	5	-9	-4	3	5	2	-3
c1ccc(CN(Cc2ccccc2)Cc2nnc(-c3cc4ccccc4[nH]3)s2)cc1	-7	-5	3	0.7	-6	-5	-5	34	-6	-11	0
N/C(=N\OC(=O)c1ccccc1Cl)c1ccccc1	-87	4	0	-0.4	-2	-53	-32	-108	2	-99	-43
CCCOc1cc(C)c(S(=O)(=O)NCCOC)cc1C	3	-2	2	-1.9	3	-1	6	12	-7	-2	-10
COc1ccc(C(=O)CCC(C)(C)[N+](=O)[O-])cc1	-2	0	2	-1.2	3	-25	2	1	-3	-15	-9
c1ccc(CCc2nn3c(Cn4nnc5ccccc54)nnc3s2)cc1	3	1	-9	-0.2	-4	-15	-23	0	-10	8	-18
COc1cc(/C=C(/NC(=O)c2ccc(Cl)cc2Cl)C(=O)O)cc(OC)c1OC	6	0	6	-2.0	0	-12	-3	2	-8	2	5
CCC(=O)Nc1cccc(-c2nc3ccccc3c(=O)o2)c1	8	0	10	-1.4	1	16	5	-14	4	14	2
Cc1nc(SCC(=O)Nc2c(C)n(C)n(-c3ccccc3)c2=O)[nH]c(=O)c1Cc1ccccc1	15	-7	18	1.1	-5	-17	-5	7	4	4	3
